Assay outcomes (PubChem)
HTRA1 inhibitor: HTRA1 serine protease inhibitors, primary screen, biochemical, fluorescence polarization, HTS; 340,000 compounds, 0.5% hits; recombinant HTRA1, FP-rhodamine activity-based probe; inhibition, % at 5.96 µM; AID 504803, 2011; in the data active means inhibition above about 36%;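 further: 0% = enzyme with DMSO and 100% = wells lacking enzyme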
Target sequence (Q92743 whole entry, looked up): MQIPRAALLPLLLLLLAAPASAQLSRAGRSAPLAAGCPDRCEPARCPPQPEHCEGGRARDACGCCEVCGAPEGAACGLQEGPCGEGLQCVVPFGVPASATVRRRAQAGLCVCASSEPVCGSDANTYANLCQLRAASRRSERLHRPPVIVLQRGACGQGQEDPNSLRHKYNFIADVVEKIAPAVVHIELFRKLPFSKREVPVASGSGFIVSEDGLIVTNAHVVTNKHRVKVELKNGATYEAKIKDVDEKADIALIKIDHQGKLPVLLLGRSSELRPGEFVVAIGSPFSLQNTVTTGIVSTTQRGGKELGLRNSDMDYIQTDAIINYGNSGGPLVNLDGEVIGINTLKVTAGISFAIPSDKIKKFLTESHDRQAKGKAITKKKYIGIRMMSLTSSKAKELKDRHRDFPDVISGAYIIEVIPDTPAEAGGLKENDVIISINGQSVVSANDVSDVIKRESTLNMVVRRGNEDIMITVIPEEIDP
Rev-erbA mod: modulators of Rev-erb alpha DNA binding, primary screen, biochemical, FITC-DNA, fluorescence polarization, uHTS | 370,000 compounds, 0.79% hits | activity, % at 10 µM | Rev-erbα–FITC-DNA binding, 90 min | AID 1259318, 2017;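 active means activity above about 14%, limit read from the data; passing the limit was not always enough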;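 further: 0% = DMSO wells with 35 nM protein and 100% = DMSO wells with 750 nM protein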
Target sequence (P20393 whole entry, looked up): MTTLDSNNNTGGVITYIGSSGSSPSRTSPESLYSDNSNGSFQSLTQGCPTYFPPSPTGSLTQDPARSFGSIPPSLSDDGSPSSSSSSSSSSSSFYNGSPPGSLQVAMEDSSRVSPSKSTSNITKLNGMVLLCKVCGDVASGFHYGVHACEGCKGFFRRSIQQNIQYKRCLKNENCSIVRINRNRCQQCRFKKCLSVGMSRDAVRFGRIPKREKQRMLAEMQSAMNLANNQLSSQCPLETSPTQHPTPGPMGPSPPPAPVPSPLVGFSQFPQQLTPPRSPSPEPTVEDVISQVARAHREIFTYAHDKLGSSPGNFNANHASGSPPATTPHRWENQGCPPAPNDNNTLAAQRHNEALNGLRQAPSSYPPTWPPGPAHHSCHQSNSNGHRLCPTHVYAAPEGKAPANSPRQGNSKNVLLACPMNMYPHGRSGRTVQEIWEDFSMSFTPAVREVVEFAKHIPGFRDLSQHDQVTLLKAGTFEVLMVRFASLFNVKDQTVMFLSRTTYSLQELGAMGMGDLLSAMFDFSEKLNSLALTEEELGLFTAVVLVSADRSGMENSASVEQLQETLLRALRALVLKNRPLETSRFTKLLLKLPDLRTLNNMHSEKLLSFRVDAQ
SMARCA2 act: SMARCA2 (BRM) function activators, primary screen, cell-based, luminescence, high throughput; activation, % at 9.1 µM; AID 652017, 2013; MG213 cells, MMTV-luciferase reporter, dexamethasone, overnight; 370,000 compounds, 1% hits; in the data active means activation above about 7.8%;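 further: 0% = vehicle wells and 100% = reference activator wells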
GC-A act: GC-A stimulated cGMP production enhancers – HEK293 GC-A cells, cGMP TR-FRET, EC30 ANP, primary screen; 370,000 compounds, 0.14% hits; activation, % at 10 µM; 0% at EC30 ANP, 100% saturating ANP; Atrial natriuretic peptide receptor 1 (Homo sapiens), P16066; in the data active means activation above about 40%
PG9 binder: binders of HIV-1 gp120 antibody PG9, primary screen, biochemical, TR-FRET. HIV-1 gp120 / PG9 antibody interaction. TR-FRET gp120-PG9 antibody binding. 360,000 compounds, 0.43% hits. inhibition, % at 6.7 µM. AID 624416, 2012; in the data active means inhibition above about 8.5%
ABHD4 inh: ABHD4 inhibitors, primary screen, biochemical, fluorescence polarization, mouse; (Lyso)-N-acylphosphatidylethanolamine lipase (Mus musculus), Q8VD66; purified mABHD4, FP-Rh probe fluorescence polarization; inhibition, % at 8.92 µM; 370,000 compounds, 0.54% hits; AID 720543, 2013;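 active means inhibition exceeding the mean over every tested compound plus 3 SD, cut at about 30% in these data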;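 further: 0% = plate median of compound wells and 100% = S159A mutant with DMSO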
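system = mouse ABHD4 enzyme, wild type | medium = HEPES pH 7.0, NaCl, Pluronic buffer | also added = FP-Rh probe | incubation = Enzyme–compound pre-incubation 45 min, then probe 60 min, both 25 °C | technique = fluorescence polarization, excitation 525 nm, emission 598 nm, BODIPY TMR filters | controls = S159A mutant high control, sample median low control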
ARFGAP1 inhibitor: inhibitors of rat ARFGAP1 GAP activity, primary screen, biochemical, fluorescence polarization, GDP tracer | ADP-ribosylation factor GTPase-activating protein 1 (Rattus norvegicus), Q62848 | 360,000 compounds, 0.26% hits | Arfgap1-stimulated ARF1 GTP hydrolysis, GDP FP detection | inhibition, % at 16.5 µM;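 active means inhibition above a per-plate limit, mean inhibition of low control wells plus 3 SD, cut at about 25% in these data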;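 further: 0% = DMSO wells with enzyme and 100% = wells lacking Arfgap1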
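system = rat Arfgap1 catalytic domain, aa 1-136 | technique = FP, GDP Alexa 633 tracer displaced from anti-GDP antibody, 620/688 nm | compound = one concentration, 16.5 µM, DMSO 1.26% | medium = HEPES-based buffer, pH 7.5 | timing = compound-enzyme preincubation 20 min, reaction 120 min, detection 60 min, 25 °C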
ASAP1 GAP inh: inhibitors of human ASAP1 ArfGAP activity, primary screen, biochemical, fluorescence polarization. AID 624377, 2012. Arf-GAP with SH3 domain, ANK repeat and PH domain-containing protein 1 (Homo sapiens), …. 360,000 compounds, 0.19% hits. ASAP1-stimulated ARF1 GTP hydrolysis, GDP FP detection. inhibition, % at 16.5 µM; in the data active means inhibition above about 25%;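 further: 0% = vehicle with enzyme and substrate and 100% = no enzyme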
rCAG RNA binder: binders of r(CAG) RNA repeats, primary screen, biochemical, fluorescence; r(CAG) RNA repeat, TO-PRO-1 dye displacement fluorescence; inhibition, % at 3 µM; 370,000 compounds, 1.3% hits;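 active means inhibition above the plate cutoff, the mean of all test compounds on that plate plus 3 SD, cut at about 35% in these data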;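 further: 0% = DMSO alone and 100% = 100 µM mitoxantrone as full dye displacement; higher means more dye released from RNA so lower well fluorescence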
GC-B act: human GC-B receptor activators, primary screen, HEK293 GC-B cells, cGMP TR-FRET, EC30 CNP. 0% at EC30 CNP, 100% saturating CNP. Atrial natriuretic peptide receptor 2 (Homo sapiens), P20594. AID 1920062, 2024. activation, % at 10 µM. 370,000 compounds, 0.11% hits;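 active means activation at 10 µM reaching about 35% in either raw or pattern-adjusted values, limit read from the data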
The depositor's hits bear a star; / = not tested or not shown.

SMILES	HTRA1 inhibitor	Rev-erbA mod	SMARCA2 act	GC-A act	PG9 binder	ABHD4 inh	ARFGAP1 inhibitor	ASAP1 GAP inh	rCAG RNA binder	GC-B act
Cc1ccc(/C=N\NC(=O)COc2ccc(C)cc2[N+](=O)[O-])cc1	-11.7	-1.1	-5.2	-7.5	-4.2	-13.6	-3.7	8.4	-3.3	-3.6
CCOc1ccc(-n2c(SCC(=O)Nc3ccc(S(=O)(=O)Nc4nccs4)cc3)nnc2-c2ccc(C(C)(C)C)cc2)cc1	/	0.5	-0.4	-10.6	/	-81.6	/	/	59.5*	8.9
COc1ccc(CN(C)C(=O)CCCNC(=O)c2ccc(Cl)cc2)cc1	2.3	7.0	0.0	-4.1	0.2	1.4	0.2	-20.8	-0.5	-0.8
Cc1ccc(-c2nn(C)c(=O)c3ccccc23)cc1S(=O)(=O)N1CCCC1	-6.8	26.3*	-4.1	19.3	-1.4	0.2	5.2	-4.5	-0.2	8.4
COc1cc2c(cc1OC)C(SC)=NC1(CCCC1)C2	1.3	3.3	-2.6	-4.0	-1.2	-0.2	-3.8	-10.4	1.2	-6.5
COc1cc(NC(=O)Cn2cnc(S(=O)(=O)N3CCC(C)CC3)c2)cc(OC)c1OC	0.7	1.1	-1.3	2.8	-0.2	-0.5	-2.4	-9.7	-4.8	2.3
O=C(CC(c1ccccc1)c1cc(Cl)ccc1O)N1CCOCC1 (configuration not stated)	1.4	-2.1	5.9	-32.5	-1.2	-0.8	-7.3	-1.2	-1.7	-14.8
CCOC(=O)N1CCN(CC(=O)Nc2cc(C)nn2-c2nc3ccccc3s2)CC1	-3.5	0.2	-2.7	6.8	1.9	3.3	0.8	4.9	0.2	1.2
CCOc1cc(C2C(C(=O)c3ccc(C)o3)=C(O)C(=O)N2CCc2ccccc2)ccc1O (configuration not stated)	4.7	-1.4	-2.9	2.0	-2.4	22.2	-4.4	-15.4	11.3	-2.5
Cn1nc(C(=O)O)c(=O)n(C)c1=O	4.3	-8.4	-3.0	1.7	0.6	1.8	4.8	-7.0	-0.3	-0.1
CC(=O)NS(=O)(=O)c1ccccc1	-0.8	-0.7	-1.2	-2.0	-0.4	3.7	2.4	-17.7	-1.0	-3.4
COc1ccc(C(=O)N2CCN(C(=O)c3ccc(-c4ccccc4)cc3)CC2)cc1OC	-9.3	0.5	0.1	-2.4	-1.8	-5.1	1.3	8.2	-6.8	-4.5
CCCN(C(=O)CSc1nnc(-c2ccncc2)n1CCC)c1c(N)n(Cc2ccccc2)c(=O)[nH]c1=O	0.5	0.2	-0.8	-1.7	0.9	8.1	2.4	13.4	1.6	0.3
Cc1sc2ncnc(N[C@@H](CCC(=O)O)C(=O)O)c2c1C	4.4	-3.6	0.2	-2.5	0.6	7.5	4.1	-0.4	11.1	-2.8
COc1ccc(Cl)cc1NC(=O)CCNS(=O)(=O)c1cccc2nonc12	-10.7	-0.2	-1.1	-4.1	0.7	0.8	-12.3	2.7	6.7	-1.3
CC(=O)Nc1ccc(S(=O)(=O)N[C@@H](C)C(=O)OCC(=O)c2ccc(C)cc2)cc1	-2.0	2.7	0.8	3.1	-1.3	-5.4	-0.5	-5.5	5.6	-5.2
Cn1c(SCC(=O)N2CCCc3ccccc32)nnc1-c1cccs1	4.8	3.7	-1.4	-1.9	-2.1	1.3	3.2	7.2	-5.4	-1.4
Cc1cc(C)nc(Sc2ncnc(N)c2[N+](=O)[O-])n1	-6.6	-0.1	0.8	1.6	-0.1	6.1	-11.5	-9.1	0.2	1.8
C=C1CCC2C(C)(C)CCC[C@]2(C)[C@H]1CC1=C(O)C(=O)C(CO)=CC1=O (some centres not stated)	/	-8.7	-7.2	4.0	/	38.8*	/	/	45.0*	5.4
O=C(CCc1ccccc1)N1CCN(c2ccccn2)CC1	2.0	-1.6	-2.6	-6.6	-2.2	-5.6	12.3	-3.1	-3.1	-0.5
CCOC(=O)C(NC(=O)C1C(C)N1S(=O)(=O)c1ccc(C)cc1)C(=O)OCC (configuration not stated)	-0.4	3.9	3.0	1.9	-3.8	-0.4	-0.6	-15.2	-2.4	2.9
O=C(NCc1ccco1)C(c1ccncc1)N(C(=O)Cc1cccs1)c1ccccc1 (configuration not stated)	-4.7	1.1	2.1	-32.6	-0.6	-4.1	4.6	-1.2	-3.8	-11.6
O=C1CCCC/C=C\C[C@H](CC(=O)N(CCO)Cc2ccccc2)C(=O)N2CCC[C@@H]2CO1	3.9	-0.9	-0.4	3.8	-0.1	-6.3	5.8	-10.7	-10.5	0.8
COc1ccc2[nH]c3c(c2c1)CCN1C(=O)N([C@@H](C)C(=O)NCc2ccco2)C(=O)[C@]31C	-1.0	0.8	-0.9	-6.0	0.3	0.4	-13.8	-0.8	-1.3	-5.3
CCN(CC(=O)Nc1c(F)cccc1F)C(=O)CN1C(=O)C2CCCCC2C1=O (configuration not stated)	-0.1	-2.0	-3.3	3.0	0.1	-7.8	1.4	3.4	3.3	0.8
CCn1cc(C(=O)NCCc2ccc(C)cc2)c(=O)c2cc(S(=O)(=O)N(C)C)ccc21	/	19.2	-2.5	-5.3	-1.6	-5.9	1.7	14.7	-0.3	-1.2
O=C(NCC1CCCCC1)c1csc([C@@H]2O[C@H](CO)[C@H](O)[C@H](O)[C@H]2O)n1	/	-1.6	-1.9	0.9	-1.8	4.3	-8.3	-10.0	2.0	3.4
COc1ccc(N2CCN(C(=O)c3csc4ccccc34)CC2)cc1	1.8	2.4	-2.4	1.9	0.4	0.6	-6.1	-4.0	0.2	5.4
COc1ccccc1CNC(=O)CS(=O)(=O)c1ccccc1	-0.4	-3.1	-0.5	6.2	-1.6	-2.7	4.5	0.6	-2.5	6.4
COc1ccccc1OCC#CCn1ccnc1	-2.5	0.1	0.3	4.3	0.4	2.3	9.0	-4.3	-2.8	0.4
O=C(CN1CCN(S(=O)(=O)c2ccc(Cl)s2)CC1)NCc1ccc(Cl)cc1	-17.5	4.0	-3.1	-2.7	-0.2	-6.6	-3.5	5.5	8.8	-6.7
N#Cc1c(N)n(CCCN2CCOCC2)c2nc3ccccc3nc12	8.2	-2.0	-1.3	2.0	0.8	10.1	-1.4	10.2	-3.2	-5.9
CNCc1ccc(OCc2ccccc2)c(OC)c1	-2.2	-3.2	-1.0	-1.6	1.5	3.4	4.5	-10.3	1.3	-1.5
O=C(CCN1C(=O)/C(=C/c2ccccc2F)SC1=S)N[C@@H](CO)Cc1ccccc1	0.6	-0.5	3.1	-4.8	-1.7	-9.4	-1.4	-13.0	0.2	-5.7
O=C(O)c1cc(-c2cccs2)nc2ccc(Br)cc12	-12.5	6.1	4.2	27.2	40.4*	-1.4	11.2	-11.1	7.9	2.4
COc1ccc(CCC(=O)NCCS(=O)(=O)N2CCN(c3ccccc3F)CC2)cc1	-2.8	-2.9	2.3	-2.2	-1.3	-2.6	4.3	7.6	-5.8	-4.3
Cc1ccc(/C=C(\C#N)C(=O)NCc2ccco2)o1	3.6	5.3	-1.9	5.6	-1.9	3.5	-5.6	6.0	-0.8	-0.9
COC(=O)c1ccc(NC(=S)N2CCN(Cc3ccccc3)CC2)cc1	-6.5	-3.5	-2.5	-1.1	-2.7	0.1	2.5	-0.2	2.8	0.5
Cc1ccc(C(C(=O)NCc2ccccc2)N(Cc2ccco2)C(=O)c2snc(C(N)=O)c2N)o1 (configuration not stated)	-4.0	0.3	-2.2	-28.5	-1.7	-1.3	12.3	7.5	2.2	-10.3
COc1ccc(SC[C@H](Cc2ccccc2)N2CC[C@@H](C)CCC2=O)cc1	-31.8	0.6	-0.5	-15.1	-0.6	-2.9	-4.5	-1.3	-8.4	-13.4
O=C(CSC(=S)N1CCCC1)N1CCN(S(=O)(=O)c2ccccc2F)CC1	7.0	3.5	-0.2	3.7	-1.2	-5.0	-1.2	-3.0	-2.2	0.9
O=C(CN1CCN(Cc2ccc3c(c2)OCO3)CC1)Nc1ccc2c(c1)OCO2	0.9	0.3	-4.0	-1.4	-1.1	-2.7	12.2	-19.4	-8.4	-0.5
CCc1nnc(NC(=O)CC(=O)Nc2ccccc2C(=O)O)s1	3.0	3.3	/	1.5	/	/	/	/	/	1.9
C=CCOC(=O)CCC(=O)Nc1cc(OC)nc(OC)n1	3.6	-6.7	-2.0	-2.6	-2.8	0.1	3.7	1.3	-1.0	0.2
Cc1cc2ncn(C3CC(O)C(CO)O3)c2cc1C (configuration not stated)	2.4	-1.6	3.9	3.0	0.2	-4.3	1.1	20.9	0.7	5.7
COC(=O)CCN(Cc1ccc(OC)cc1OC)S(=O)(=O)c1ccccc1Br	/	-7.5	0.3	-4.9	0.5	-8.8	7.0	0.4	4.2	-5.3
C=CCc1cccc(OC)c1OCCOCCNCCO	9.8	-1.0	-2.2	0.5	0.1	19.7	-4.1	0.6	-0.4	-8.2
O=C(CCN1C(=O)/C(=C/c2ccc(F)cc2)SC1=S)NNC(=O)c1cccnc1	15.7	-1.9	-1.8	-0.3	-1.0	-12.7	6.1	-3.0	2.6	6.3

Filtered by structure, the compounds so far with bromine (2)
SMILES	HTRA1 inhibitor	Rev-erbA mod	SMARCA2 act	GC-A act	PG9 binder	ABHD4 inh	ARFGAP1 inhibitor	ASAP1 GAP inh	rCAG RNA binder	GC-B act
O=C(O)c1cc(-c2cccs2)nc2ccc(Br)cc12	-12.5	6.1	4.2	27.2	40.4*	-1.4	11.2	-11.1	7.9	2.4
COC(=O)CCN(Cc1ccc(OC)cc1OC)S(=O)(=O)c1ccccc1Br	/	-7.5	0.3	-4.9	0.5	-8.8	7.0	0.4	4.2	-5.3

Continued.
SMILES	HTRA1 inhibitor	Rev-erbA mod	SMARCA2 act	GC-A act	PG9 binder	ABHD4 inh	ARFGAP1 inhibitor	ASAP1 GAP inh	rCAG RNA binder	GC-B act
O=C1c2sc3nc4ccccc4n3c2C(=O)N1c1ccccc1Cl	-20.7	-3.7	3.7	21.6	-1.1	-9.6	5.8	8.2	10.3	0.0
CCN(CC)S(=O)(=O)c1cc(Br)c(C)cc1OC	-3.6	-5.2	0.5	-4.3	0.3	10.0	-13.6	8.1	-6.7	-3.7
O=C(Cc1ncn[nH]1)NCCc1ccccc1	4.9	-0.8	-1.0	4.8	0.6	1.0	-5.1	0.3	2.7	5.1
O=C(Cc1ccc2c(c1)CCCC2)Nc1ccccc1Cl	-16.1	1.6	-1.1	7.1	-1.3	-7.6	7.8	0.8	-1.4	6.8
